# TDP1 block = inhibitors of human tyrosyl-DNA phosphodiesterase TDP1. Potency, µM (titrated, usually from 130 µM), for the others: at the top dose activity change, negative = inhibition, actives largely listed as inhibitors. 0.28% of 350,000 active. recombinant TDP1, AlphaScreen DNA substrate cleavage. Q9NUW8. AID 485290; also: nearly all actives have a fitted effect of over 40% in size
# Target sequence (Q9NUW8 whole entry, looked up): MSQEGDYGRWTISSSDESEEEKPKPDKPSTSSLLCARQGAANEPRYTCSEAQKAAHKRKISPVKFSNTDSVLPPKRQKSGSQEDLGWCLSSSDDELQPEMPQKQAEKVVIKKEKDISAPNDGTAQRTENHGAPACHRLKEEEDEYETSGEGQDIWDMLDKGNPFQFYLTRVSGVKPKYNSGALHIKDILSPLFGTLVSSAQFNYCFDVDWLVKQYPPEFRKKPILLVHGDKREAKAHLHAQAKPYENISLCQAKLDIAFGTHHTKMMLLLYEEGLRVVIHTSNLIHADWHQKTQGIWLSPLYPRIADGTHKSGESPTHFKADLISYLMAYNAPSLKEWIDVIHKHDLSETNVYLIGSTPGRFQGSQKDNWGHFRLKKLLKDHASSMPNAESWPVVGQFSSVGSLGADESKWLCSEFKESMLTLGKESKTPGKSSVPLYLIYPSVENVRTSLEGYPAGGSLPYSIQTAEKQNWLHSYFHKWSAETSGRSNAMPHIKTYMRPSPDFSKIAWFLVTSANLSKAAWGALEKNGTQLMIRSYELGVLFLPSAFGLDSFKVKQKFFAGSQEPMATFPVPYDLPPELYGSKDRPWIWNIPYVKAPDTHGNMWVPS
#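 Recombinant E. coli-expressed Tdp1 (1 nM) preincubated with compound 15 min at RT, then 5'-biotin/3'-phosphotyrosine-FITC DNA substrate (15 nM) added for 5 min. AlphaScreen beads (10 ug/ml) added, 10 min RT; tyrosine-FITC cleavage read as signal loss.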
# N370S GC = N370S glucocerebrosidase modulation, Gaucher chaperone candidate; 0.092% of 330,000 active; AID 2101; N370S GC spleen homogenate, 4MU-glucoside fluorescence; P04062; Potency, µM (doses to about 59.4 µM), for inactives: top-dose activity change, negative = inhibition, usual class: inhibitors;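 also: 0% = full enzyme activity and -100% = no enzyme basal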
# FEN1 inh = human FEN1 inhibition. P39748. Recombinant FEN1 flap cleavage, fluorescence, 15 min. Potency, µM (series often up to 114 µM), for the others: at the highest dose activity change, negative = inhibition, actives largely listed as inhibitors. 0.35% of 390,000 active. AID 588795; also: nearly all actives have a fitted effect of over 65% in size
# Target sequence (P39748 whole entry, looked up): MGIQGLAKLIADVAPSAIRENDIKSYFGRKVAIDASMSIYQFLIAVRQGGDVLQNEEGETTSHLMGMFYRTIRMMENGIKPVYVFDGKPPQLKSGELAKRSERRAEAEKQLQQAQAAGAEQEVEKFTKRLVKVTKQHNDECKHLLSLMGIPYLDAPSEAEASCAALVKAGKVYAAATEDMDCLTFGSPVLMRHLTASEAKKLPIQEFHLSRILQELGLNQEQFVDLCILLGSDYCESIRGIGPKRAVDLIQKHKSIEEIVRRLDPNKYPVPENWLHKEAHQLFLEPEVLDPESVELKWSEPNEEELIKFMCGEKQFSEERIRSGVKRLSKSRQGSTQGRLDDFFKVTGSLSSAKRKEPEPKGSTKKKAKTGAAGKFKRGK
#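 Read-out was taken twice, immediately and after 15 min, following addition of 50 nM substrate to 10 nM FEN1 that had sat with test compound for 15 min at room temperature. Curves came from a four-parameter Hill model.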
# Numbers without * were called inactive; u = inconclusive; x = no result given; [ ] = dose if it differs, or a comment. Calls follow the shape of the dose curve; as a rule, active = well fitted curve in the direction sought with a large enough effect; inconclusive = small, poorly fitted or top-dose-only effect, or another doubt; inactive = no such curve, though single readings can be large; an effect the other way counts as inactive or inconclusive. Unless noted, % is scaled to controls: 0 for no effect and ±100 for the full control effect; potency is read from the fitted curve at half-maximal effect.
TDP1 block	N370S GC	FEN1 inh	canonical_smiles
3%	2%	2%	CC(=O)c1cccc(NC(=S)NC(=O)c2ccccc2Br)c1
x	1%	-9%	COc1ccc(CCNC(=O)C2CCCN2C(=O)Nc2ccc(Cl)cc2)cc1OC (stereo not given)
u	12%	4%	CCC(C)NCCOc1ccccc1C (stereo not given)
6%	3%	-1%	O=C(NC(=S)N(CCCCO)C1CCCCC1)c1sc2ccccc2c1Cl
1%	-7%	-11%	O=C(Cn1c(=O)[nH]c2ccccc2c1=O)Nc1ccc2c(c1)OCCO2
0%	-1%	1%	Cc1ccc(C(=O)NC(=O)OCCn2c(C)cnc2[N+](=O)[O-])cc1
x	5%	-5%	Cc1ccccc1NC(=O)c1ccc2c(c1)N(C)CCS2
2%	7%	-2%	CS(=O)(=O)NCc1ccc(C(=O)O)cc1
2%	x	8%	CCCn1cc(S(=O)(=O)c2ccc(C)c(C)c2)c(=O)c2cc(F)c(N3CCCCC3)cc21
4%	5%	1%	COc1ccc(OC)c(NC(=S)N2CCN(c3ccccn3)CC2)c1
6%[0.0935 µM]	-12%	1%	Cc1cc(NC(=O)CCC(=O)N(CC(=O)NC2CCCC2)c2ccc(C(C)C)cc2)no1
-1%	-1%	-3%	CCOC(=O)c1csc(NC(=O)c2cc3ccccc3o2)n1
3%	x	-10%	CCSc1nc(-c2ccccc2OC)nc2c1Cc1c(CO)cnc(C)c1O2
1%	3%	u	CC(C)(C=O)C1=CC(=O)c2ccccc2C1=O
-2%	2%	-22%	CS(=O)(=O)N(CC(O)Cn1c2ccccc2c2ccccc21)c1ccccc1 (stereo not given)
x	3%	5%	CC(=O)Nc1ccc(-c2nc3cc(Cl)ccc3o2)cc1
0%	-1%	0%	COc1ccc(CNC(=O)COC(=O)c2cnccn2)cc1
-2%	4%	1%	COC(=O)c1sc(NC(=O)C2CCCO2)c(C(=O)OC)c1C (stereo not given)
4%	-20%	15%	Cc1ccccc1CSCCNC(=O)c1ccc(N(C)S(=O)(=O)c2ccccc2)cc1
2%	-2%	-12%	CCOC(=O)CN1CC23C=CC(O2)C(C(=O)Nc2ccc(OCC)cc2)C3C1=O (stereo not given)

# Gathered by group, the compounds so far with a Cl atom (3)
TDP1 block	N370S GC	FEN1 inh	canonical_smiles
x	1%	-9%	COc1ccc(CCNC(=O)C2CCCN2C(=O)Nc2ccc(Cl)cc2)cc1OC (stereo not given)
6%	3%	-1%	O=C(NC(=S)N(CCCCO)C1CCCCC1)c1sc2ccccc2c1Cl
x	3%	5%	CC(=O)Nc1ccc(-c2nc3cc(Cl)ccc3o2)cc1

# Next section.
TDP1 block	N370S GC	FEN1 inh	canonical_smiles
2%	0%	3%	CC1CCN(S(=O)(=O)c2ccc3[nH]c(=O)c(=O)[nH]c3c2)CC1
4%	-6%	21%	CC(=O)N1c2ccc(S(=O)(=O)N3CCC(C(=O)NCc4ccc(F)cc4)CC3)cc2CC1C (stereo not given)
1%	x	-21%	Cc1ccc(C2=CC(=O)C[C@H](c3ccc4c(c3)OCO4)C2)cc1
-7%	x	4%	Cc1ccc(C(C)C)c(OCC(=O)N2CCN(c3ncccn3)CC2)c1
1%	x	5%	COc1cccc(/C=N/NC(=O)CN(C)S(=O)(=O)c2ccccc2)c1OC
x	-1%	-2%	CC(c1ccccc1)n1c(N2CCN(C)CC2)nc2c1c(=O)[nH]c(=O)n2C (stereo not given)
0%	x	12%	O=C(CCC(=O)c1ccc(F)cc1)NCC1(N2CCCCC2)CCCCC1
x	1%	-4%	COC(=O)c1cc(S(=O)(=O)N2CCN(C3CCCCC3)CC2)c[nH]1
x	3%	0%	CCCCn1c(N)c(N(CCOC)C(=O)COC(=O)C(C)Oc2ccc(Cl)cc2)c(=O)[nH]c1=O (stereo not given)
10%[56.1 µM]	26%	x	NC1(C(=O)O)CCC1
11%	-2%	x	CC(=O)NC1C(O)O[C@H](C(=O)O)[C@@H](O)[C@@H]1O (stereo not given in full)
1%	-9%	-10%	COc1cc2[nH]c(=O)n(CCCCCC(=O)N3CCN(c4ccccn4)CC3)c(=O)c2cc1OC
5%	-19%[2.35 µM]	x	COc1cccc(C2C(C(=O)c3cccs3)=C(O)C(=O)N2CCCn2ccnc2)c1OC (stereo not given)
-3%	16%	1%	CSc1c(-c2ccccn2)c(N)nn1C(=O)C1CCC1
5%	8%	-9%	CCOCCCNS(=O)(=O)c1ccc(NC(=O)C2CC(=O)N(c3ccc(C)cc3)C2)cc1 (stereo not given)
0%	19%	79µM*	COc1cc(NC(=S)NCCC(c2ccccc2)c2ccccc2)cc(OC)c1
2%	5%	2%	O=C(Nc1ccc(N2CCOCC2)cc1)C1CCCCC1
-4%	-4%	-8%	CCn1c(N)c(C(=O)NCCCOC)sc1=S
5%	x	-2%	CCc1ccc(CNC(=O)CN2C(=O)CSc3ccc(S(=O)(=O)N4CCOCC4)cc32)cc1
-2%	0%	1%	CC1(C)C(C#N)=C(N)OC2=C1C(=O)CCC2

TDP1 block	N370S GC	FEN1 inh	canonical_smiles
0%	-5%	-19%	O=S(=O)(c1ccc2ccccc2c1)N1CCN(S(=O)(=O)N2CCOCC2)CC1
4%	-15%	-2%	CC(C)(C)c1ccc(/C=N/N2CCN(c3ccccn3)CC2)cc1
-1%	x	21%	COc1ccc(OC)c(NC(=O)CN2C(=O)C(=O)N(Cc3ccccc3)C2=O)c1
5%	u	x	O=C1CCc2cc(S(=O)(=O)NC(Cc3ccccc3)C(=O)NC3CCCCC3)ccc2N1 (stereo not given)
x	-16%	u	CC(=O)Nc1ccc(C(=O)/C=C/c2ccco2)cc1
2%	7.9µM*	-1%	OC(COC(c1ccc(Cl)cc1)c1ccc(Cl)cc1)CN1CCc2ccccc2C1 (stereo not given)
x	1%	0%	COCCN1C2=C(C(=O)CC(C)(C)C2)C(c2ccc(O)c(OC)c2)C2=C1CC(C)(C)CC2=O
1%	-6%	x	CCN(CC)CCCC(C)n1c(-c2ccccc2)nc2c(N3CCOCC3)nc(C)nc21 (stereo not given)
11%	0%	1%	CCc1nc(SCC(=O)c2cc(C)ccc2C)n[nH]1
-5%	x	12%	O=C(Nc1cc(C(F)(F)F)ccc1Cl)c1noc2c1CCCCC2
8%	-2%	14%	COc1ccc(-c2cc(C(F)(F)F)nc(S(=O)(=O)CCCC(=O)Nc3cccnc3Cl)n2)cc1OC
6%	x	-11%	Cc1ccc(-n2ncc(C(=O)N(C)Cc3ccccc3)c2-n2cccc2)cc1
7%	x	-5%	CCc1ccc(NC(=O)Cn2c(=O)ccc3cc(S(=O)(=O)N4CCCC4)ccc32)cc1
5%	-8%	1%	O=C(Cn1cnc2ccccc2c1=O)NCC1COc2ccccc2O1 (stereo not given)
3%	2%	17%	COc1ccc(N(C(C)C(=O)N/N=C/c2ccc(OC)c(OC)c2)S(C)(=O)=O)cc1 (stereo not given)
x	-18%	-9%	Cc1ccc2[nH]c3c(c2c1)CCCC3NC(=O)CCl (stereo not given)
3%	-15%	-14%	O=S(=O)(NCCN1CCCC1)c1ccc(Br)cc1
-2%	9%	26%	COc1cc(/C=N/n2cnnc2)ccc1OC(=O)c1ccco1
-1%	x	-1%	COc1ccc(C)cc1NC(=O)CSc1cccc[n+]1[O-]
x	-4%	-4%	COc1cc(/C=N/NC(=O)c2ccncc2)c([N+](=O)[O-])cc1OC

# A section from further up:
TDP1 block	N370S GC	FEN1 inh	canonical_smiles
x	1%	0%	COCCN1C2=C(C(=O)CC(C)(C)C2)C(c2ccc(O)c(OC)c2)C2=C1CC(C)(C)CC2=O
1%	-6%	x	CCN(CC)CCCC(C)n1c(-c2ccccc2)nc2c(N3CCOCC3)nc(C)nc21 (stereo not given)
11%	0%	1%	CCc1nc(SCC(=O)c2cc(C)ccc2C)n[nH]1

# The listing picks up, starting 7 compounds before the break.
TDP1 block	N370S GC	FEN1 inh	canonical_smiles
5%	-8%	1%	O=C(Cn1cnc2ccccc2c1=O)NCC1COc2ccccc2O1 (stereo not given)
3%	2%	17%	COc1ccc(N(C(C)C(=O)N/N=C/c2ccc(OC)c(OC)c2)S(C)(=O)=O)cc1 (stereo not given)
x	-18%	-9%	Cc1ccc2[nH]c3c(c2c1)CCCC3NC(=O)CCl (stereo not given)
3%	-15%	-14%	O=S(=O)(NCCN1CCCC1)c1ccc(Br)cc1
-2%	9%	26%	COc1cc(/C=N/n2cnnc2)ccc1OC(=O)c1ccco1
-1%	x	-1%	COc1ccc(C)cc1NC(=O)CSc1cccc[n+]1[O-]
x	-4%	-4%	COc1cc(/C=N/NC(=O)c2ccncc2)c([N+](=O)[O-])cc1OC
1%	1%	13%	CCCCc1nc(C(N)=O)c2[nH]c(=O)n(-c3ccc(OC)cc3OC)c2n1
x	-28%	-3%	c1ccc(C2(CN3CCNC[C@H]3Cc3cccc4ccccc34)CC2)cc1
6%	-2%	-2%	C/C(CC(=O)Nc1cc(Cl)ccc1Cl)=N\NC(N)=S
-8%	-1%	5%	COc1ccc(S(=O)(=O)Nc2ccc3c(c2)N(C(C)=O)CCC3)cc1
x	-9%	u	O=S(=O)(O)c1cc(O)c2c(O)c(N=Nc3cc(Cl)ccc3O)c(S(=O)(=O)O)cc2c1
-1%	-20%	-1%	O=C(COC(=O)c1ccc(Cl)nc1)NCc1cccs1
3%	-14%	x	Cc1sc2nc(CSc3nc4ccccc4s3)[nH]c(=O)c2c1C
5%	-26%	4%	N=c1n(CCN2CCOCC2)c2ccccc2n1Cc1ccccc1Br
-5%	12%	1%	O=C(NN1C(=O)c2ccccc2C1=O)c1ccncc1
-10%	-9%	-9%	COc1cccc(CNC(=O)c2nnn(CC(=O)Nc3cc(C)ccc3C)c2N)c1
2%	x	18%	CCCCn1cc(S(=O)(=O)c2ccc(C)c(C)c2)c(=O)c2cc(F)c(N3CCN(C)CC3)cc21
1%	-8%	1%	COCCn1cnc2c1c(=O)n(CC(=O)c1ccc3c(c1)OCCO3)c(=O)n2Cc1ccccc1
7%	x	-14%	COC(=O)c1sccc1S(=O)(=O)N1CCN(c2ccc(Cl)cc2)CC1
-2%	-6%	4%	Cc1ccc(-c2csc3nc[nH]c(=O)c23)cc1
4%	0%	5%	CCOC(=O)c1[nH]c(C)c(C(=O)NCc2cccnc2)c1C
0%	-11%	3%	CN(C)CCN1C(=O)C(O)=C(C(=O)c2ccco2)C1c1ccccc1F (stereo not given)
-5%	3%	11%	O=C(c1ccc([N+](=O)[O-])cc1)n1nc(-c2ccccc2)nc1NCc1ccccc1
4%	10%	-2%	CCCN1Cc2cccc(C(=O)NCc3ccc4c(c3)OCO4)c2C1=O
4%	9%	7%	COc1ccc(NS(=O)(=O)c2ccc(N3CCCC3=O)cc2)cn1
13%[0.0935 µM]	-3%	-2%	O=C(Cn1cc([N+](=O)[O-])cn1)NC1CCCCCC1

TDP1 block	N370S GC	FEN1 inh	canonical_smiles
-2%	-2%	-24%	Cn1c(=O)n(CCCOc2ccc(Br)cc2)c2ccccc21
7%	12%	13%	COc1ccccc1OCCCC(=O)NC(C)c1ccccc1 (stereo not given)
0%	26%	8%	Cn1nc(C(F)(F)F)c(-c2ccccc2)c1NC(=O)CCC(=O)O
x	3%	-16%	CCN1CCN(C(=O)c2cc3c(=O)oc4ccc(C)cc4c3s2)CC1
x	4%	0%	CN(CC(=O)Nc1ccc(OC(F)(F)F)cc1)C1CCCCC1
3%	2%	10%	COCCNCc1nc2sc(C)c(-c3ccccc3)c2c(=O)[nH]1
3%	7%	-15%	CN(C)S(=O)(=O)c1ccc(NC(=O)C2COc3ccccc3O2)cc1 (stereo not given)
10%	4%	-8%	O=C1/C(=C/c2ccccc2)SC(=S)N1CC(=O)N1CCCCC1c1cccnc1 (stereo not given)
2%	-6%	-5%	COc1ccc(CNC(=O)CCNC(=O)N2CCn3c2nc2ccccc23)cc1
x	4%	15%	O=C1c2ccsc2SCCN1Cc1ccccc1
5%	-14%	9%	O=C1Nc2cc(C(=O)N3CCN(c4ccc(F)cc4)CC3)ccc2NC1CSCc1cccc(F)c1 (stereo not given)
x	-4%	-1%	COc1ccc(C)cc1NC(=O)CCN1CCN(c2ccccc2F)CC1
7%	5%	-12%	CCc1nnc(NC(=O)C2CCCN2C(=O)NC2CCCCC2)s1 (stereo not given)
1%	13%	-2%	COC(=O)[C@@H](NC(=O)Nc1ccc(S(N)(=O)=O)cc1)C(C)C
3%	-5%	-15%	COC(=O)c1ccc(NC(=O)Nc2ccc(OC)c(OC)c2)cc1
6%	-5%	2%	Cc1ccc(S(=O)(=O)N2CCN(C(=O)CSc3nncs3)CC2)cc1
0%	1%	-6%	O=C(COc1ccc(Br)cc1CO)N1CCCc2ccccc21
4%	-1%	12%	CCOC(=O)N1CCC(NC(=O)c2ccc3c(c2)N=C(C)c2ccccc2S3)CC1
-3%	1%	-11%	O=C(NNC(=O)c1ccc(Cn2cccn2)o1)NC12CC3CC(CC(C3)C1)C2
-1%	x	-6%	CCn1c(=O)n(-c2cccc(Cl)c2)c(=O)c2sc3ccccc3c21
-3%	x	-9%	Cc1ccc2onc(CNC(=O)NCc3cccc(Cl)c3)c2c1
5%	x	-2%	CCSc1nn(CC(=O)Nc2cccc(CC)c2)c(N)c1S(=O)(=O)c1ccccc1
7%	-6%	0%	CCOC(=O)c1cc(-c2ccc(C)cc2)n(CCC(=O)NCCCOC)c1C

# Rows are unselected. About 0.57% of those tested had a hit in this group.
